Assay outcomes as filed in PubChem BioAssay.
mHTT-CaM PPI inh – mutant huntingtin-calmodulin interaction inhibitors – biochemical, AlphaScreen, primary screen; P42858; AlphaScreen His-mHTT/GST-CaM binding, luminescence; inhibition, % at 15 µM; actives 3.6% (n = 190,000);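 also: 0% = both proteins with DMSO and 100% = one protein alone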
Pf apPOL inh – Pf-apPOL inhibitors, biochemical, fluorescence. actives 0.25% (n = 210,000). Plasmodium falciparum apicoplast DNA polymerase (apPOL). Recombinant Pf-apPOL, molecular beacon fluorescence, 1.5 h. inhibition, % at 10 µM
* hit, by the source's call; i = inactive; x = not tested or not shown; & = joins results of further samples. Rule as the data show it: active = inhibition above about 50%; inactive = the rest.

structure	mHTT-CaM PPI inh	Pf apPOL inh
C#CC(C)(CC)NC(=O)c1cc2cc([N+](=O)[O-])ccc2oc1=O (configuration not stated)	7	-2
Cn1c(C2CCN(C(=O)Nc3cccc(Cl)c3)CC2)cc(=O)n2nccc12	-9	-5
CCOc1ccc(N(C(C)C(=O)N2CCOCC2)S(C)(=O)=O)cc1 (configuration not stated)	-2	-8
Cc1ccccc1CS(=O)(=O)Cc1ccc(C(=O)NC2CCCC(C)C2C)o1 (configuration not stated)	13	-15
CCOC(=O)C1(CC)Oc2ccccc2C(c2ccc(OC)cc2)=C1C(=O)OC (configuration not stated)	-21	8
Cn1cccc1CN(C(=O)C1CCN(S(C)(=O)=O)CC1)C1CC1	-4	0
Cc1cccc(NC(=O)C(C)N2C(=O)c3ccccc3S2(=O)=O)n1 (configuration not stated)	0	2
COc1ccc(C2C(C(=O)Nc3ccccc3OC)c3cc(OC)c(OC)cc3C(=O)N2C)cc1 (configuration not stated)	12	-2
O=C(c1ccc(OCC2CCN(C(=O)c3ccncc3)CC2)cc1)N1CCCCC1	12	-5
O=C(Nc1nnc(-c2cccs2)o1)c1ccc(S(=O)(=O)N2CCCCCC2)cc1	31	-4
Cc1ccc2nc(NC(=O)CSc3c(C)cnc4c3c(=O)n(C)c(=O)n4C)sc2c1	-6	-2
CC(=O)Nc1cc(C(=O)NCCC2=CCCCC2)ccc1Nc1cccc(Cl)c1	40	-2
Cc1nc(N2CCN(C(=O)C(C)(C)C)CC2)c2c3c(sc2n1)CCCC3	-4	6
O=C(NCCc1ccc(F)cc1)C1CCCCC1	-8	-8
Cn1sc(=O)c2ccccc21	x	-6
O=C(Nc1ccc(C(=O)N2CCCC2)cc1)C1CCC1	0	-4
CCc1cc2c(=O)c(-c3nc4ccccc4n3C)c(C)oc2cc1O	6	1
CCOC(=O)c1c(C)oc2cc(Br)c(OC(=O)CC)cc12	-15	-2
Cc1ccc(-c2nc3ncccc3o2)cc1NC(=O)CC(C)C	4&11	0&-9
COc1ccc(-c2coc3c4c(ccc3c2=O)OCN(CCCO)C4)cc1OC	-4	-4
Cc1onc(-c2ccccc2)c1C(=O)Nc1ccc([N+](=O)[O-])cc1Cl	3	0
Cc1cc(C)cc(NC(=O)CN(c2cc(C(F)(F)F)ccc2Cl)S(C)(=O)=O)c1	-2	-4
CCOc1ccc(NC(=O)c2c(I)cnn2C)cc1	1	-8
CN1CCN(C(CNS(=O)(=O)c2ccc(Cl)cc2)c2ccc(F)cc2)CC1 (configuration not stated)	-6	-6
COc1ccc(C(c2c(C)[nH][nH]c2=O)c2c(C)[nH][nH]c2=O)cc1	3	13
CCCCCCN1CCN(C2CN(Cc3cn(Cc4ccc(C)cc4)nn3)S(=O)(=O)C2)CC1 (configuration not stated)	9	1
Cc1cccc(N2CCC(C(=O)NCc3ccccn3)C2=O)c1 (configuration not stated)	17	-8
O=C(Nc1ccc(F)cc1)C1COc2ccccc2O1 (configuration not stated)	-10	2
O=C(c1ccc2ccccc2n1)N1CCC(CCOCc2ccc(F)cc2)CC1	12	-7
O=C(NCC1CCCO1)c1cc(Sc2ccccc2Cl)nc2ccccc12 (configuration not stated)	0	-3
CCC(=O)N1CCN(c2cc(Oc3cccc(F)c3)ncn2)CC1	5	-5
COc1ccc(Cl)cc1N(C)C(=O)Cc1c(C(=O)O)[nH]c2ccc(Cl)cc12	8	-5
Cc1ccc(OCC(=O)O)c([N+](=O)[O-])n1	x	-1
O=C1CSC(c2ccc(F)cc2)N1c1cc(Cl)cc(Cl)c1 (configuration not stated)	-41	-4
CCCC(=O)O/N=C1\CC(C)(C)Cc2noc(Cc3ccccc3)c21	i	-4
CC(=O)Nc1ccccc1NC(=O)C(C)(C)Oc1ccc(Cl)cc1	-8	-1
COc1ccc(N2C(=O)CC(N3CCSCC3)C2=O)cc1 (configuration not stated)	x	-7
O=C(c1ccccn1)N1CCCC(OCc2nc(C3CC3)no2)C1 (configuration not stated)	-6	0
CS(=O)(=O)Nc1ccc(F)cc1F	-8	x
O=C(CSc1n[nH]c(=O)n1-c1cccnc1)c1cc(-c2ccccc2)no1	x	-1
Cc1ccc(-c2cn(CC(=O)N3CCN(c4cccc(C)c4)CC3)c(=O)o2)cc1	-5	0
Brc1ccc2c(c1)c1cc(Br)cc(Br)c1n2Cc1ccccc1	x	2
Cc1cc(=O)[nH]c(-n2nc(C)c(CCC(=O)Nc3ccc(F)c(C(F)(F)F)c3)c2C)n1	13	-6
CCOC(=O)N1CCc2nc(NC(=O)c3ccnn3CC)sc2C1	-6	-17
Cc1ccc(-n2nc3c(c2NC(=O)c2ccc(C)c([N+](=O)[O-])c2)CSC3)cc1	-5	-2
Cc1ccc(C23CC4CC(CC(Cl)(C4)C2)C3)cc1N	18	19
Cc1cc(C)nc(N=C(N)Nc2cccc(F)c2)n1	-3	-7
O=C(NCCN1CCCCC1)c1ccc(NC(=O)C2CCC2)cc1N1CCCCC1	6	1
O=C(c1ccccc1F)N1CCCC(c2nc(-c3ccccc3)n[nH]2)C1 (configuration not stated)	1	-6
CCNCCNC(=O)c1c(O)c2cccc3c2n(c1=O)CC3	4	-5
Cc1nc(SCCC(=O)O)c2c3c(sc2n1)CCCC3	-19	-12
O=C(O)/C=C/C(=O)N1CCN(c2nc(-c3ccccc3)c3cc(Br)ccc3n2)CC1	-5	-5
O=C(Nc1ccc2c(c1)C(=O)NC2=O)c1ccc2ncsc2c1	-4	-6
CN(C)CCC(C)(O)Cc1ccccc1 (configuration not stated)	-3	-2
O=S(=O)(O)c1nc2ccccc2n1Cc1ccccc1Cl	-2&4	-10&0
Cc1cc(Br)ccc1OCC(=O)Nc1ccc2c(c1)OCO2	-1	-1
CCc1ccc(NC(=O)c2nnn(CC(=O)Nc3ccc(C(C)C)cc3)c2N)cc1	4	0
COc1cc(CC2CC(CO)=NO2)cc2c1OCO2 (configuration not stated)	-3	x
CC1CCc2c(sc(NC(=O)c3ccc([N+](=O)[O-])cc3Cl)c2C(N)=O)C1 (configuration not stated)	5	-6
CCc1nnc(SCC(=O)NCCC2=CCCCC2)nc1CC	8	-2

Overlap with the part before: 5 compounds, then new ones.
structure	mHTT-CaM PPI inh	Pf apPOL inh
Cc1cc(Br)ccc1OCC(=O)Nc1ccc2c(c1)OCO2	-1	-1
CCc1ccc(NC(=O)c2nnn(CC(=O)Nc3ccc(C(C)C)cc3)c2N)cc1	4	0
COc1cc(CC2CC(CO)=NO2)cc2c1OCO2 (configuration not stated)	-3	x
CC1CCc2c(sc(NC(=O)c3ccc([N+](=O)[O-])cc3Cl)c2C(N)=O)C1 (configuration not stated)	5	-6
CCc1nnc(SCC(=O)NCCC2=CCCCC2)nc1CC	8	-2
Cc1noc(C)c1C(=O)OCc1ccc(-c2ccc(F)cc2F)o1	x	-4
COc1ccc(-n2nc3c(c2NC(=O)c2cccc(OC)c2OC)CSC3)cc1	18	2
COc1cc(C2C(C(=O)Nc3ccc(F)cc3F)=C(C)NC3=C2C(=O)CC(C)(C)C3)ccc1O (configuration not stated)	-2	-10
Cc1ccc(S(=O)(=O)Nc2nc(-c3c(F)c(F)c(F)c(F)c3F)cs2)cc1	2	-1
Cc1ccc2nc(Cl)cc(C)c2c1	-4	x
O=c1oc2ccccc2c(O)c1[N+](=O)[O-]	-5	x
Cc1nn(C)c(=O)c2noc(C=Cc3ccc(C(F)(F)F)cc3)c12	x	-7
CC1(C)C(C=C(Cl)Cl)C1C(=O)Nc1ccc(Cl)c(Cl)c1 (configuration not stated)	-21	-6
O=C(Nc1ccc(F)cc1)c1c(O)c2cccnc2n(-c2ccccc2)c1=O	-8	-1
Cc1ccccc1CCNC(=O)c1cc2n(n1)CCCN(Cc1ccc(Cl)cc1)C2=O	-5	-5
COc1cc(OC)c2c(c1C(CCN1CCCCC1)c1ccc(N(C)C)cc1)OC(=O)CC2c1ccc(N(C)C)cc1 (configuration not stated)	77*	-4
Cc1ccc(F)cc1N1C=C(C#N)S(=O)(=O)c2ccccc21	-2	1
OCC1CCCN1C1C2CC3CC(C2)CC1C3 (configuration not stated)	-4	-5
O=C(c1cc2nc(-c3cccs3)cc(C(F)(F)F)n2n1)N1CCCCC1	-4	7
CC1CCCCN1CCCNC(=O)C1CCN(S(=O)(=O)N2CCC3(CC2)OCCO3)CC1 (configuration not stated)	2	-18
O=C(/C=C/c1ccc2c(c1)OCO2)NC(C(=O)Nc1ccc2c(c1)OCO2)c1ccccc1 (configuration not stated)	12	-5
CCOCCCNC(=O)C(c1ccc(Cl)cc1)N1CCC2(CC1)OCCO2 (configuration not stated)	2	2
COc1ccc(C(=O)NCc2ccc(Cl)cc2)cc1[N+](=O)[O-]	0	-9
O=S(=O)(Cc1ccccc1)N1CCC(n2c(-c3ccco3)nc3cccnc32)C1 (configuration not stated)	29	-3
Nc1cccc2nsnc12	x	-4
CC(=NC(=O)NN)c1cnn(-c2ccccc2)c1C	x	-1
O=[N+]([O-])c1cc([N+](=O)[O-])c2cc(-c3ccncc3)oc2c1	-1	17
CCCC(=O)N1CCN(Cc2noc(-c3ccc(F)cc3)n2)CC1	-1	-3
Nn1c(SCc2nc3ccccc3[nH]2)nnc1-c1cccc(Br)c1	-7	-4
O=[N+]([O-])c1cc(Br)cc(C=Nc2ccc(-c3nc4ncccc4o3)cc2)c1O	9	2
N=C1S/C(=C\c2ccc(-c3cccc(C(=O)O)c3)o2)C(=O)N1c1nonc1N	47	-1
COc1cccc(CNC(=O)CC2CCN(S(=O)(=O)c3ccc(Cl)s3)CC2)c1	-10	5
CC(C)NC(=O)c1ccc2c(c1)nc1n2CCCCC1	1	-7
C=C(C)CC1Nc2ccccc2NC1CC(=C)C (configuration not stated)	56*	x
COC(=O)C1CN(C2CCCC2)CCS(=O)(=O)N1Cc1ccc(Cl)cc1 (configuration not stated)	7	-3

Copied from the entries so far (5 entries):
structure	mHTT-CaM PPI inh	Pf apPOL inh
N=C1S/C(=C\c2ccc(-c3cccc(C(=O)O)c3)o2)C(=O)N1c1nonc1N	47	-1
COc1cccc(CNC(=O)CC2CCN(S(=O)(=O)c3ccc(Cl)s3)CC2)c1	-10	5
CC(C)NC(=O)c1ccc2c(c1)nc1n2CCCCC1	1	-7
C=C(C)CC1Nc2ccccc2NC1CC(=C)C (configuration not stated)	56*	x
COC(=O)C1CN(C2CCCC2)CCS(=O)(=O)N1Cc1ccc(Cl)cc1 (configuration not stated)	7	-3

Entries of single compounds, looked up by structure. Order of screens: mHTT-CaM PPI inh, Pf apPOL inh
Entry for Cc1ccc(S(=O)(=O)Nc2nc(-c3c(F)c(F)c(F)c(F)c3F)cs2)cc1 → 2, -1
Entry for COc1ccc(Cl)cc1N(C)C(=O)Cc1c(C(=O)O)[nH]c2ccc(Cl)cc12 → 8, -5
Entry for Cc1ccc(-c2cn(CC(=O)N3CCN(c4cccc(C)c4)CC3)c(=O)o2)cc1 → -5, 0

(next part)
structure	mHTT-CaM PPI inh	Pf apPOL inh
CC1(C(=O)NCc2ccccc2)CCCN(S(C)(=O)=O)C1 (configuration not stated)	-3	3
COc1ccc(/C=C/c2ccc3c(Cl)ccc(O)c3n2)cc1	79*	-3
CCN(C)c1nc(-c2ccc(F)cc2)ncc1C(=O)N1CCOCC1	21	-4
O=C1C(=O)N(CN2CCN(CN3C(=O)C(=O)c4ccccc43)CC2)c2ccccc21	-2	0
COc1ccc(N=Cc2ccc(Sc3ccccn3)o2)cc1	14	-1
COc1ccc(-c2csc(N3CCSCC3)n2)cc1OC	2	-3
COc1ccc(NC(=O)Nc2cc(C)ccc2OC)cc1	11	8
Cn1nc(-c2nc(C3CC3)no2)c2c1CCN(C(=O)c1ccco1)C2	-5	-7
O=C(c1cccnc1)N1CCc2[nH]nc(-c3ccccc3)c2C1	-3	-2
CCn1nccc1C(=O)N1CCC(n2c(-c3ccoc3)nc3cccnc32)C1 (configuration not stated)	9	-1
Cc1c(Nc2nc3nonc3nc2Nc2ccc(Cl)cc2)c(=O)n(-c2ccccc2)n1C	0	-9
O=C(c1nnc(N2CCCCC2)c2ccccc12)N1CCCC1	-1	-5
C=CCCC(=O)NCC(O)Cc1ccccc1 (configuration not stated)	-8	-6
N#Cc1c(NC(=O)CSc2nnc3c(n2)[nH]c2ccccc23)sc2c1CCCC2	21&15	-1&0
Cc1nc(N2CCN(c3ccccn3)CC2)c2c(C)c(C(=O)N3CCCCC3)sc2n1	10	-1
COC(=O)c1ccc(NC(=O)CSc2nnc(C)c3cnn(-c4ccccc4)c23)cc1	6	-13
COc1cccc(NC(=O)c2cccc(I)c2)c1	-16	2
O=C1NC(=O)/C(=C\c2cccc(Oc3ccc([N+](=O)[O-])cc3[N+](=O)[O-])c2)S1	6	3
Cc1c(Cl)cccc1N1C(=O)NC2CC1(C)Oc1ccc(Br)cc12 (configuration not stated)	39	-4
Cc1ccc(-n2c(SCc3ccccc3F)nc3c(c2=O)SCC3)cc1	-1	-2
CS(=O)(=O)N1CCCc2cc(NC(=O)Oc3ccccc3)ccc21	-12	-14
